Screening data: PubChem BioAssay, National Center for Advancing Translational Sciences (NCATS)
D2 PAM: positive allosteric modulators of human D2 dopamine receptor. P14416. AID 485347. HEK293 T-REx D2, calcium flux, EC20 dopamine potentiation. potentiation, % at 10 µM. hit rate 0.34% among 340,000;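 active = potentiation over 3 SD above the plate norm, cut at about 30% in these data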; also: 0% is about no effect
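Tetracycline-induced Hek293 Trex D2 cells, force-coupled to calcium, loaded with no-wash calcium dye. Compound added with 180 s kinetic read for agonism, then EC20 dopamine and a further 180 s read for potentiation.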
Anesthetic bind: binds horse apoferritin like a general anesthetic. P02791. apoferritin/1-aminoanthracene competitive binding, fluorescence. Potency, µM (titrated, usually from 77.5 µM), without a hit: at the highest dose activity change, negative = displacement, hits mostly inhibitors. hit rate 0.074% among 350,000. AID 485281; also: potency is read from the fitted curve at half-maximal effect; % is scaled to controls: 0 for no effect and ±100 for the full control effect; nearly all actives have a fitted effect of over 20% in size
Target sequence (P02791 2-175 limits assumed): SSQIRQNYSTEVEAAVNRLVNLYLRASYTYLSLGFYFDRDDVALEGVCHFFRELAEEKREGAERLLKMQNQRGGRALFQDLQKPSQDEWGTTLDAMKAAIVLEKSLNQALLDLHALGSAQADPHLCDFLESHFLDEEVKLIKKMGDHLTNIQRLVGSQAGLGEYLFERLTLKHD
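Horse-spleen apoferritin (10 uM) in 50% saturated 1-aminoanthracene in PBS was incubated 10 min at room temperature with compound. Fluorescence (ex 380, em 535 nm) was normalized to free and bound 1-AMA, with concentration-response fitted by a four-parameter Hill equation.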
RXFP1 antagonist: blocks the human relaxin receptor RXFP1 | HEK293-RXFP1, relaxin-stimulated cAMP HTRF, 30 min; active compounds read low | activity change, negative = inhibition, % at 57.5 µM | hit rate 0.59% among 350,000;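 active = activity change of -60% or lower, but not beyond a set lower limit; inconclusive = change between -60% and -40%, or beyond the set limit; inactive = change above -40%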; also: % is scaled to controls: 0 for no effect and ±100 for the full control effect
TRHR PAM: allosterically enhances the human TRH receptor. P34981. TRHR cells, fluo-8 calcium fluorescence, EC20 TRH enhancement. enhancement, % at 2 µM. hit rate 0.66% among 360,000. AID 493056; in the data active = enhancement above about 30%; also: 0% is about no effect
Target sequence (P34981 whole entry, looked up): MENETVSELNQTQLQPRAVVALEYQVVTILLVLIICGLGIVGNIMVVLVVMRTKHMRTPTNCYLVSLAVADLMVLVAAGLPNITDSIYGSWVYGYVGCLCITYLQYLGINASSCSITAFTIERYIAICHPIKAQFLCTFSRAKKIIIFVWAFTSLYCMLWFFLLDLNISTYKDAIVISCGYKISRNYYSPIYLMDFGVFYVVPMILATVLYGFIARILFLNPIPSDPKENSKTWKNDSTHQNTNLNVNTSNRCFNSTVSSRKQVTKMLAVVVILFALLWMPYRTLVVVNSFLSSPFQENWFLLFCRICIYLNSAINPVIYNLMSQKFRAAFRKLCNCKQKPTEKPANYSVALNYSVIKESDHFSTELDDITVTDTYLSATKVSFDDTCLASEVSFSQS
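Enhancer read-out: after compound pinning and an initial kinetic agonist-mode read, an EC20 of TRH (10 nM final) was injected and fluo-8 calcium signal (Ex 480/Em 530) followed at 1 s/cycle for 100 cycles in TRHR-expressing cells.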
D1 agonist: human D1 receptor agonism; P21728; HEK293 T-REx D1 cells, calcium flux, agonist mode; activation, % at 2 µM; hit rate 1% among 360,000; in the data active = activation above about 30%; also: 0% is about no effect
Target sequence (P21728 whole entry, looked up): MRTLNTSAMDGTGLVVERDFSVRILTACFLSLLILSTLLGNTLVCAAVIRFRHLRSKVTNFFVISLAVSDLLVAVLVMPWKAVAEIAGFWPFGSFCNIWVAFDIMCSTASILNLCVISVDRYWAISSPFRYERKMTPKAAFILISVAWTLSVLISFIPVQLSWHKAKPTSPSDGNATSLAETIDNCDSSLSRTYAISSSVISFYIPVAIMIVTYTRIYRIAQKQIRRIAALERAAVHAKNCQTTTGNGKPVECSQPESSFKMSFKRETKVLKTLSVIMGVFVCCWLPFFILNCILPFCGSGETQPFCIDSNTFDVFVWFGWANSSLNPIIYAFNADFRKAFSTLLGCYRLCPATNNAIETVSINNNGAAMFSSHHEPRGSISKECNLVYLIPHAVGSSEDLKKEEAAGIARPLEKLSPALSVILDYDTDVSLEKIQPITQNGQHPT
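Tetracycline-induced HEK293 TREx D1 cells, force-coupled to calcium signalling, were dye-loaded with a no-wash calcium kit. Compound was pin-added after a 10 s baseline. Fluorescence was read kinetically at 1 cycle/s for 180 s, with calcium rises flagged as agonism.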
RXFP1 ag: agonists of human relaxin receptor RXFP1 | HEK293T-RXFP1 cAMP TR-FRET, 30 min; response scale: percent of porcine relaxin response, buffer zero | Potency, µM (titrated, usually from 57.5 µM), for the others: top-dose activation, most hits filed as activators | hit rate 0.3% among 370,000 | AID 2676; also: potency is read from the fitted curve at half-maximal effect; % is scaled to controls: 0 for no effect and ±100 for the full control effect; nearly all actives have a fitted effect of over 60% in size; many of its hits are not listed in these tables
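HEK293T cells stably expressing RXFP1 were pretreated with the PDE4 inhibitor Ro 20174, exposed to compounds for 30 min at 37C, lysed, and cAMP was read by TR-FRET. Data normalized to buffer (basal) and 29 nM porcine relaxin (100%).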
D1 PAM: enhances dopamine response at the human D1 receptor; potentiation, % at 10 µM; P21728; HEK293 TREx D1 cells, calcium flux, dopamine EC20 potentiation; hit rate 0.036% among 360,000; in the data active = potentiation above about 30%; also: 0% is about no effect
TRHR ag: activates the human TRH receptor; P34981; TRHR cells, calcium flux fluo-8, FDSS agonist mode; activation, % at 2 µM; hit rate 0.18% among 360,000; AID 493084; in the data active = activation above about 30%; also: 0% is about no effect
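In this calcium-flux screen, cells bearing human TRHR are dye-loaded with fluo-8, baselined for 10 cycles, then exposed to library compounds; positive kinetic calcium responses during the agonist phase mark hits, with TRH as control.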
D1 antag: blocks dopamine activation of the human D1 receptor. P21728. HEK293 TREx D1 cells, calcium flux, dopamine EC80; active compounds read low. activity change, negative = inhibition, % at 10 µM. hit rate 3.2% among 360,000. AID 504652; in the data active = activity change below about -30%; also: % is scaled to controls: 0 for no effect and ±100 for the full control effect
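Cells carrying a force-coupled, tetracycline-inducible human D1 receptor report calcium flux. Each well gets a 10 s baseline, compound with 180 s monitoring, then an EC80 dopamine stimulus with a second 180 s kinetic read.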
An asterisk follows results filed as active; u = inconclusive; x = no result given; & = joins results of further samples; [ ] = dose if it differs, or a comment. Unless noted, calls follow the shape of the dose curve; as a rule, active = well fitted curve in the direction sought with a large enough effect; inconclusive = small, poorly fitted or top-dose-only effect, or another doubt; inactive = no such curve, though single readings can be large; an effect the other way counts as inactive or inconclusive. A portion of the library; count on the stated rates, not on these rows.

Each structure is followed by: D2 PAM, Anesthetic bind, RXFP1 antagonist, TRHR PAM, D1 agonist, RXFP1 ag, D1 PAM, TRHR ag, D1 antag
COc1ccc2nc(NCCNC(=S)NCCCN3CCOCC3)c(C#N)cc2c1
    x, 132%[activator], 4, 4, 2, -1.3%, -2, 3.5, -11
CCN(c1ccc(NS(=O)(=O)c2cc(Cl)ccc2Cl)cc1)C(C)C
    -18, -24%, 3, -7, 1, 0.7%, -8, -0.3, -22
O=C(Nc1ccc(O)c(-c2nc3ccccc3o2)c1)c1ccco1
    14, 7%, x, -2, 0, 3.9%, -3, 1.3, -7
O=S(=O)(/C=C/c1ccccc1)NC1CCCCCCC1
    8, u, -16, 12, 3, 0.1%, -7, -0.2, -2
Cc1ccc(S(=O)(=O)N(CC(=O)NCc2cccs2)c2ccccc2)cc1
    6, x, -12, 12, 0, -0.6%, 1, -0.2, -1
CN1CCC(=O)N(CCSc2ccc(Br)cc2)CC1
    3, -4%&2%, x, -8, 1, 0.0%, -2, 0.4, 0
Cc1ccc(-n2nc3c(N4CCC(C(=O)NC(C)c5ccccc5)CC4)nnc(C)c3c2C)cc1 (configuration not stated)
    -8, -7%, -8, 2, 5, u, 4, -1.3, 17
COC(=O)c1cc(C#N)c(N2CC(C)OC(C)C2)nc1C (configuration not stated)
    4, -12%, 6, 0, 1, -1.3%, 2, 0.8, -4
COc1ccc(C2CC(=O)c3cnc(Nc4cc(C)cc(C)c4)nc3C2)cc1 (configuration not stated)
    0, 6%, 6, 3, 2, -0.2%, -6, 0.5, -11
O=C(c1noc2c1CCc1ccccc1-2)N1CCc2ccccc2C1
    12, -8%, x, -9, 10, -0.8%, -2, -0.2, -5
O=C(c1ccccc1)N1CCN(C(=O)c2ccccc2)C1c1ccccc1
    x, -3%, -8, 0, 0, 0.9%, 3, -0.1, -3
COc1ccc(NC(=O)Cn2ccn(-c3ccccc3)c(=O)c2=O)cc1
    2, 4%, -1, 7, 0, 1.5%, -2, 0.1, -2
O=C(COC(=O)c1ccc(Cl)nc1)Nc1cc(S(=O)(=O)N2CCCCC2)ccc1Cl
    8, u, 17, 1, 6, 0.3%, -5, 0.5, -17
COc1ccc(C(=O)Nc2nc3nc(C)c(Cc4ccccc4)c(=O)n3[nH]2)cc1OC
    16, -5%, -9, 6, 3, 3.2%, 4, -1.8, -5
Cc1cnc(C(=O)Nc2nnc(SCc3c(Cl)cccc3Cl)s2)cn1
    -7, 5%, 9, -3, 3, 1.7%, -3, 0.7, 4
COc1ccc(CC(=O)NNC(=O)COc2ccc(C)cc2)cc1S(=O)(=O)N1CCOCC1
    -1, x, 20, -9, 0, -2.3%, 1, 0.1, -8
O=C(NCc1ccccn1)C(C(=O)c1cccc([N+](=O)[O-])c1)n1cc(Cl)ccc1=O (configuration not stated)
    -1, -3%, 1, 3, 1, 0.0%, -2, 1.2, -21
COCCNC(=O)CCSCc1ccccc1F
    -7, -4%, 1, -1, 3, 1.2%, -3, 0.1, -21
COC(=O)Cc1[nH]nc2c1C(c1cccc(OC)c1OC)C(C#N)=C(N)O2 (configuration not stated)
    -3, -7%, -4, -2, 2, 0.3%, 9, -0.3, -16
O=c1c(Cl)c(N/N=C/c2ccc(Cl)cc2)cnn1-c1ccccc1
    1, -5%, -7, 3, 2, 0.8%, -3, 0.3, 9
COc1ccc(OC)c(NC(=O)c2cccc3c2C(=O)N(C2CCCCC2)C3)c1
    15&5, u, 3&-12, 1&-6, 3&0, 2.1%&2.9%, 1&2, -0.2&0.9, 19&13
Cc1ccc(NC(=O)CN2C(=O)NC3(CCc4ccccc43)C2=O)cc1 (configuration not stated)
    0, u, 12, 11, 2, -1.9%, 2, 0.6, -11
O=C(Nc1ccnn1C1CCN(Cc2cccc(O)c2)CC1)C1CCCC1
    8, -5%, -5, 2, 11, 0.0%, -1, 0.2, -21
Cc1nnc(NC(=O)CSc2nccn2-c2cccc(Cl)c2)s1
    10, -11%, 1, -1, 1, 2.4%, 1, -0.5, 21
CCOc1cccc2sc(N(CCN(C)C)C(=O)c3cc4ccccc4cc3OC)nc12
    -2, 1%, u, 8, 33*, -3.4%, 6, -0.4, -70*
O=c1c2c3nc4ccccc4nc3n(CC3CCCO3)c2ncn1CCc1ccccc1 (configuration not stated)
    -7, -10%, -3, -1, 0, 2.9%, 1, -1.8, -3
Cc1ccc(NC(=O)CSc2nc(=O)n(CCCN(C)C)c3c2CCC3)c(C)c1
    14, x, 9, 28, 2, -1.9%, 1, 1.0, 8
CCOc1cc(/C=C/C(=O)O)ccc1OCc1ccccc1
    -7, -2%, -1, -6, 4, -0.3%, 0, -0.5, -14
CC1CCN(C(=O)Cn2c(=O)oc3ccccc32)CC1
    0, -14%, 2, 4, 0, -0.9%, 1, -0.8, -4
O=C(C1CCC(=O)N(C2CCCC2)C1)N1CCN(c2ccc(Cl)cc2)CC1 (configuration not stated)
    -3, -9%, -29, 0, 2, -2.2%, -2, -0.3, -6

Reprinted at random: 4 compounds from above.
Each structure is followed by: D2 PAM, Anesthetic bind, RXFP1 antagonist, TRHR PAM, D1 agonist, RXFP1 ag, D1 PAM, TRHR ag, D1 antag
O=C(Nc1ccc(O)c(-c2nc3ccccc3o2)c1)c1ccco1
    14, 7%, x, -2, 0, 3.9%, -3, 1.3, -7
COc1ccc(C(=O)Nc2nc3nc(C)c(Cc4ccccc4)c(=O)n3[nH]2)cc1OC
    16, -5%, -9, 6, 3, 3.2%, 4, -1.8, -5
CC1CCN(C(=O)Cn2c(=O)oc3ccccc32)CC1
    0, -14%, 2, 4, 0, -0.9%, 1, -0.8, -4
Cc1cnc(C(=O)Nc2nnc(SCc3c(Cl)cccc3Cl)s2)cn1
    -7, 5%, 9, -3, 3, 1.7%, -3, 0.7, 4

(further entries)
Letter code: A = D2 PAM; B = Anesthetic bind; C = RXFP1 antagonist; D = TRHR PAM; E = D1 agonist; F = RXFP1 ag; G = D1 PAM; H = TRHR ag; I = D1 antag
canonical_smiles: Cc1ccc2c(c1)C1CN(C)CCC1N2S(=O)(=O)c1ccc(C(C)C)cc1 (configuration not stated)
  A: -16 | B: x | C: 7 | D: 0 | E: 3 | F: -0.2% | G: -6 | H: 1.3 | I: -31*
canonical_smiles: c1cnc(N2CCN(c3cnccn3)CC2)nc1
  A: -8 | B: 0% | C: 7 | D: -3 | E: 1 | F: 6.8% | G: -5 | H: 0.3 | I: 17
canonical_smiles: Cc1ccccc1-c1n[nH]c(=S)n1Cc1ccccc1
  A: -7 | B: -22% | C: 11 | D: 11 | E: 17 | F: 3.8% | G: -5 | H: -1.1 | I: 12
canonical_smiles: COc1ccc(CC(=O)OCC(=O)N2CCN(S(=O)(=O)c3ccc(C)cc3C)CC2)cc1OC
  A: 15 | B: x | C: -8 | D: 5 | E: 13 | F: -0.8% | G: -2 | H: -0.1 | I: -13
canonical_smiles: CCn1cc(C(=O)NCc2ccccc2F)c(=O)c2ccc(C)nc21
  A: 11 | B: -13% | C: -2 | D: -5 | E: 0 | F: 16% | G: 1 | H: -0.4 | I: 0
canonical_smiles: O=C(COC(=O)c1ccc(Cl)c(S(=O)(=O)N2CCN(c3ccc(F)cc3)CC2)c1)Nc1cccc(Cl)c1
  A: -7 | B: -1% | C: -13 | D: -6 | E: 4 | F: -0.3% | G: 2 | H: 0.5 | I: -1
canonical_smiles: COc1ccc2[nH]c(C(=O)O)c(CCN3C(=O)c4cccc([N+](=O)[O-])c4C3=O)c2c1
  A: -5 | B: 0% | C: 4 | D: 19 | E: 0 | F: 1.1% | G: -3 | H: -1.0 | I: -4
canonical_smiles: Nc1nonc1-n1nnc(C(=O)N/N=C/c2ccc3c(c2)OCO3)c1CSc1ccccc1
  A: 5 | B: -4% | C: -20 | D: 1 | E: 1 | F: 1.0% | G: -7 | H: 0.3 | I: 15
canonical_smiles: O=C1C(Cl)=C(N2CCN(Cc3ccccc3)CC2)C(=O)N1c1ccccc1
  A: -11 | B: -21% | C: 10 | D: -4 | E: 2 | F: 0.7% | G: -5 | H: 0.0 | I: -13
canonical_smiles: Cc1ccc(-c2nc(C(=O)NCC3CCCO3)cc3c2[nH]c2ccccc23)cc1 (configuration not stated)
  A: -1 | B: 285%[activator] | C: x | D: -19 | E: 2 | F: -0.3% | G: -1 | H: 1.1 | I: -10
canonical_smiles: Cc1ccnc(NC(=O)CCC(=O)N(CC(=O)NCc2ccccc2)Cc2ccco2)c1
  A: -3 | B: -6% | C: -2 | D: -7 | E: 2 | F: 1.2% | G: -4 | H: -0.4 | I: -4

3 compounds from above, arranged by the number in RXFP1 antagonist, falling:
Molecule | RXFP1 antagonist
Cc1ccccc1-c1n[nH]c(=S)n1Cc1ccccc1 | 11
O=C(COC(=O)c1ccc(Cl)c(S(=O)(=O)N2CCN(c3ccc(F)cc3)CC2)c1)Nc1cccc(Cl)c1 | -13
Nc1nonc1-n1nnc(C(=O)N/N=C/c2ccc3c(c2)OCO3)c1CSc1ccccc1 | -20

Exported field by field: part of the list above
SMILES: O=C(COC(=O)c1ccc(Cl)c(S(=O)(=O)N2CCN(c3ccc(F)cc3)CC2)c1)Nc1cccc(Cl)c1
  D2 PAM = -7	Anesthetic bind = -1%	RXFP1 antagonist = -13	TRHR PAM = -6	D1 agonist = 4	RXFP1 ag = -0.3%	D1 PAM = 2	TRHR ag = 0.5	D1 antag = -1
SMILES: COc1ccc2[nH]c(C(=O)O)c(CCN3C(=O)c4cccc([N+](=O)[O-])c4C3=O)c2c1
  D2 PAM = -5	Anesthetic bind = 0%	RXFP1 antagonist = 4	TRHR PAM = 19	D1 agonist = 0	RXFP1 ag = 1.1%	D1 PAM = -3	TRHR ag = -1.0	D1 antag = -4
SMILES: Cc1ccc2c(c1)C1CN(C)CCC1N2S(=O)(=O)c1ccc(C(C)C)cc1 (configuration not stated)
  D2 PAM = -16	Anesthetic bind = x	RXFP1 antagonist = 7	TRHR PAM = 0	D1 agonist = 3	RXFP1 ag = -0.2%	D1 PAM = -6	TRHR ag = 1.3	D1 antag = -31*
